# Screens from PubChem.
# PTHR1 ag = qHTS for PTHR1 Agonists: Primary Screen; Parathyroid hormone/parathyroid hormone-related peptide receptor (Homo sapiens), Q03431; HEK293 GP2 PTHR1 cells, GloSensor cAMP luminescence, 1 h; Potency, µM (titrated, usually from 115 µM), inactives show top-dose activation, most hits filed as activators; hit rate 0.075% among 410,000; AID 743266, 2014; further: potency means the concentration at half of the fitted maximal effect; nearly all actives have a fitted effect of over 55% in size; some results filed as inactive show a strong effect at the top dose; inactives centre near -15; many of its hits are not listed in these tables
# Target sequence (Q03431 whole entry, looked up): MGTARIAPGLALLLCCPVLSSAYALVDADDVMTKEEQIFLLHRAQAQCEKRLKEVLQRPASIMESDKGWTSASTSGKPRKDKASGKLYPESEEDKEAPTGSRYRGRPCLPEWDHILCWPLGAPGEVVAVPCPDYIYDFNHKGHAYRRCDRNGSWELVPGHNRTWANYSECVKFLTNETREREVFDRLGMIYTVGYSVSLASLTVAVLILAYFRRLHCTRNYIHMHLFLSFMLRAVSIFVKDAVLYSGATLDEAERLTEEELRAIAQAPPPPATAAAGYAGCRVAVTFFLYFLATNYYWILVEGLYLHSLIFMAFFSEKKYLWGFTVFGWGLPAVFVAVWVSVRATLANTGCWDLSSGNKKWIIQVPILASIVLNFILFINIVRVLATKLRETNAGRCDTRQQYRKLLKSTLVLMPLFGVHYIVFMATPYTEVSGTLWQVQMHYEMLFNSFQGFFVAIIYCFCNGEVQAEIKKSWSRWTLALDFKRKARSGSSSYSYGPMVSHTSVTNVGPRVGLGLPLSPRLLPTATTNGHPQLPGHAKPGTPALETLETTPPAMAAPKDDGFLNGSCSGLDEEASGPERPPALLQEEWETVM
#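 HEK-293-derived GP2 cells expressing PTHR1 and a GloSensor cAMP reporter, 3,000/well, plated overnight, given luciferin plus IBMX (each 0.5 mM as added) for 1 h at 37 °C, then compound for 1 h at 37 °C. Luminescence was read after 15 min at room temperature.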
# Akt phos inh = HTS Assay for Inhibitors of Akt Phophorylation: Primary Screen; AID 651550, 2012; hit rate 0.32% among 360,000; activity change, % for hits at 50 µM; Neuro2A IGF-stimulated pAkt S473 HTRF, 20 min; hits give low values; in the data active means activity change below about -80%; inconclusive means mostly about -51% to -80%; further: on the % scale 0 is the no-effect control and ±100 the full control effect
#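 Single-point screen (50 µM final compound) in Neuro2A cells stimulated 20 min with 6 nM IGF at 37 deg C. After lysis, Ser473-phosphorylated Akt read by HTRF (ex 330 nm, em 615/665 nm) as the 665/615 ratio.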
# D3 antag = qHTS of D3 Dopamine Receptor Antagonist: qHTS. D(3) dopamine receptor (Homo sapiens), P35462. D3R cells, DiscoveRx beta-arrestin luminescence, antagonist mode; hits give low values. max response, negative = inhibition, %. hit rate 2.5% among 360,000; in the data active means max response below about -50%; inconclusive means no clear call, values can overlap the other calls; further: on the % scale 0 is the no-effect control and ±100 the full control effect; mostly tested at two doses, the higher about 12 µM
# Target sequence (P35462 whole entry, looked up): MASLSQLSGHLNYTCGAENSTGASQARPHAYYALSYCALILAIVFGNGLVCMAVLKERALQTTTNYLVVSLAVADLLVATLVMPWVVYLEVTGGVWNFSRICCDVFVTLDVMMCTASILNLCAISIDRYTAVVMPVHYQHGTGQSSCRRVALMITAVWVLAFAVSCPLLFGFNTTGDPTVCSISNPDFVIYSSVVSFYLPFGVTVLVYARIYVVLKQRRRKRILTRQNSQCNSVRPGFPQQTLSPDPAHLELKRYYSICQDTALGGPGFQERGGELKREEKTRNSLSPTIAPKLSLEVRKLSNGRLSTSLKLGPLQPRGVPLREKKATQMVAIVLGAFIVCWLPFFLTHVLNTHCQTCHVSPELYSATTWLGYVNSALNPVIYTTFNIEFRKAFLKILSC
#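 Cells plated overnight at 1500 cells/well, then exposed to library compounds with dopamine controls for 90 minutes at 37 degrees C. DiscoveRx reagent added for 30–60 minutes at room temperature; luminescence read, quantitative HTS format.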
# EPAC2 antag = qHTS for Antagonist of cAMP-regulated guanine nucleotide exchange factor 2 (EPAC2): primary screen; Rap guanine nucleotide exchange factor 4 (Homo sapiens), Q8WZA2; EPAC2 GEF exchange of Rap1B-BODIPY-GDP, fluorescence; Potency, µM (titrated, usually from 114 µM), inactives show top-dose activity, negative = inhibition, actives largely listed as inhibitors; hit rate 0.18% among 360,000; AID 720708, 2013; further: potency means the concentration at half of the fitted maximal effect; on the % scale 0 is the no-effect control and ±100 the full control effect; nearly all actives have a fitted effect of over 45% in size; many of its hits are not listed in these tables
# MmCpn inh = Inhibitors of TCP-1 ring complex (TRiC) of Methanococcus maripaludis (MmCpn): qHTS; Chaperonin Mm-Cpn (Methanococcus maripaludis); purified Mm-Cpn ATPase, ADP Transcreener TR-FRET; Potency, µM (top dose mostly 76.9 µM), for the others: at the highest dose activity, negative = inhibition, actives largely listed as inhibitors; hit rate 0.031% among 330,000; AID 504842, 2011; further: potency means the concentration at half of the fitted maximal effect; on the % scale 0 is the no-effect control and ±100 the full control effect; nearly all actives have a fitted effect of over 80% in size
#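 ATPase read-out: TR-FRET ADP immunoassay (anti-ADP Eu cryptate vs ADP-d2), ex 320 nm, em 590/665 nm; signal drops as ADP forms. Enzyme 25 nM, ATP 10 uM, 30 min at 37°C after 10 min compound preincubation.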
# D3 ag = qHTS of D3 Dopamine Receptor Agonist: qHTS. D3R DiscoveRx beta-arrestin cells, luminescence, 90 min. hit rate 0.58% among 410,000. max activation, %. D(3) dopamine receptor (Homo sapiens), P35462; in the data active means max activation above about 30%; further: 0% is about no effect; mostly tested at two doses, the higher about 12 µM
#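 Agonist mode: compounds and dopamine controls were applied to plated cells for 90 min at 37 degrees C after an overnight attachment at 1500 cells/well. Luminescent read-out followed 30 - 60 minutes at room temperature with DiscoveRx detection reagent.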
# EPAC2 agonist = qHTS for Agonist of cAMP-regulated guanine nucleotide exchange factor 4 (EPAC2): primary screen | Rap guanine nucleotide exchange factor 4 (Homo sapiens), Q8WZA2 | Potency, µM (series often up to 154 µM), for the others: at the top dose activation, usual class: activators | EPAC2 activation, biochemical qHTS; response scale: 100% = 6.5 mM cAMP response | hit rate 0.079% among 360,000; further: potency means the concentration at half of the fitted maximal effect; nearly all actives have a fitted effect of over 50% in size
#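 Each well held 100 nM EPAC2, 250 nM RAP1B-BODIPY-GDP and 50 uM GDP. Fluorescence, read at 5-min intervals to 30 min, was referenced to a 6.5 mM cAMP positive control.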
# CCT chaperon mod = High-Throughput Screening for Modulators of Cytosolic Chaperonin Activity. purified chaperonin ATPase assay, HTRF ADP detection, 30 min. activity change, % (no concentration beside the values), hits read low. hit rate 0.3% among 360,000. AID 651819, 2012; in the data active means activity change below about -30%; further: on the % scale 0 is the no-effect control and ±100 the full control effect
#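 First, chaperonin was dispensed at 40 nM or 20 nM final depending on batch activity. Next, compounds were pinned at 76 uM and ATP added at 10 uM. After 30 min at 37 °C, ADP detection reagents ran 30 min at ambient temperature.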
# An asterisk follows results filed as active; i = inactive; ? = inconclusive; nt = no result given; [ ] = dose if it differs, or a comment. Unless noted, the call rests on the fitted dose curve; in most records, active means well fitted curve in the direction sought with a large enough effect; inconclusive means small, poorly fitted or top-dose-only effect, or another doubt; inactive means no such curve, though single readings can be large; an effect the other way counts as inactive or inconclusive. These rows are one share of the data. The share of hits here may be higher or lower than overall.
SMILES,PTHR1 ag,Akt phos inh,D3 antag,EPAC2 antag,MmCpn inh,D3 ag,EPAC2 agonist,CCT chaperon mod
COc1ccc(NC(=O)CCS(=O)(=O)c2cc3c(cc2Cl)NC(=O)CO3)cc1OC,i,i,-19,11%,0%,4,4%,-0.6
Cc1nc2cc(CO)ccc2s1,-10%[57.5 µM],i,5,16%,-1%,6,2%,-1.7
Cc1cc(C)n(-c2ccc(C(=O)Nc3cc(C(F)(F)F)ccc3N3CCOCC3)cc2)n1,i,i,2,-12%,0%,0,-35%[inhibitor],-4.0
COc1ccc(-c2c(C)n([O-])c3c([n+]2=O)CCCCC3)cc1,-40%[inhibitor],i,-4,0%,-8%,0,-6%,0.3
CC1CN(c2oc(Cc3cccc4ccccc34)nc2C#N)CC(C)O1 (configuration not stated),-17%[57.5 µM],i,18,7%,-2%,-2,15%,-1.1
Cc1ccc(Nc2nc(CSc3n[nH]c(N)n3)cs2)cc1,-22%,i,-17,-5%,-1%,-1,13%,-2.8
CC(=O)Nc1cccc(-c2ccnc3c2CC(C)(C(=O)NCCN(C)C)O3)c1 (configuration not stated),i,i,0,8%,nt,-8,6%,-1.7
O=C1NCCCN1Cc1ccc(F)cc1Cl,i,i,-27,6%,0%,5,3%,-0.1
O=C(Nc1nc(-c2ccccc2)cs1)C1COc2ccccc2O1 (configuration not stated),-43%[inhibitor][57.5 µM],i,3,7%,1%,0,12%,-4.2
O=C(O)c1ccc(N=Nc2c(O)[nH]c3ccccc23)cc1,-21%,i,5,-2%,-2%,-1,6%,-13
CN(C)CCCN(C(=O)CCc1ccccc1)c1nc2ccc(Cl)cc2s1,-11%,i,-17,-7%,1%,-35,8%,2.9
CCOC(=O)c1csc(NC(=O)CN2CCOCC2)n1,i,i,-4,3%,-1%,3,2%,2.1
COc1ccccc1-n1cnnc1SCC(=O)c1ccc[nH]1,-7%[57.5 µM],i,0,8%,-5%,2,1%,-1.9
C/C(=N\OC(=O)c1c(-c2c(F)cccc2Cl)noc1C)c1nccs1,-17%,i,14,5%,1%,12,-2%,0.1
OCC1(CCc2ccccc2)CCN(C/C=C/c2ccccc2)CC1,-21%,i,-54*,1%,1%,-23,15%,-1.7
CCOc1ccc(CCNC(=O)COC(=O)c2cc(S(=O)(=O)N3CCOCC3)ccc2F)cc1OCC,-1%,i,8,9%,-2%,11,-8%,-0.1
CCOCCCNCC(O)c1ccccc1 (configuration not stated),-22%,i,-3,-5%,1%,-12,5%,-0.6
COc1ccc(C2NC(C(=O)O)Cc3c2[nH]c2ccccc32)cc1OC (configuration not stated),29%,i,-23,-5%,3%,1,2%,0.8
CCCC(=O)n1nc(NCc2ccc(OC)cc2)nc1NCc1ccc(OC)cc1,i,i,-25,-13%,2%,1,8%,-0.6
O=C(CCCn1c(=S)[nH]c2cc3c(cc2c1=O)OCO3)N1CCN(c2ccccc2)CC1,-83%[inhibitor],i,11,7%,-1%,2,-6%,1.6
COc1ccccc1N(CC(=O)NC1CCCC1)C(=O)CCCC(=O)Nc1ccccn1,-17%,i,12,1%,1%,-1,1%,1.2
Clc1ccccc1Sc1cnc2ccccc2n1,-3%[57.5 µM],-91%*,-6,4%,-10%,-10,15%,0.7
Cc1ccc(S(=O)(=O)Nc2nc3n(n2)C(c2ccc(Cl)cc2)CC(=O)N3)cc1 (configuration not stated),-9%[57.5 µM],i,5,-6%[57.1 µM],0%,6,-11%,0.6
CN1C(=O)c2cccc3c(S(=O)(=O)N4CCCC4C(=O)O)ccc1c23 (configuration not stated),-2%,i,-6,-12%,-1%,2,8%,0.6
Fc1ccccc1Cn1c2[n+](c3ccc(C(F)(F)F)cc31)CCCCC2,-24%,i,-3,5%,-6%,5,4%,0.3
Cc1c(Cl)cccc1NC(=O)CCCn1nc([N+](=O)[O-])cc1C,-1%,i,-20,-13%,-13%,4,7%,-4.7
O=C(Cc1ccc(S(=O)(=O)N2CCCCC2)s1)Nc1ccc(F)c(F)c1,-19%,i,?,-2%,0%,-21,-3%,-1.0
Cc1cc(C)c(C)c(S(=O)(=O)N2CCN(CC(=O)Nc3ccc([N+](=O)[O-])cc3)CC2)c1C,i,i,16,2%,2%,2,1%,-0.1
O=S(=O)(c1ccc(F)cc1)N1CCN(c2ccc(F)cc2)CC1,i,i,-18,-6%,3%,-5,25%,-1.9
O=c1[nH]c2ccccc2c(=O)n1Cc1ccccc1,i,i,?,15%,1%,-1,-9%,0.5
CN(Cc1ccccc1)C1CCN(Cc2ccccc2[N+](=O)[O-])CC1,i,i,-13,-3%,?,-16,4%,-0.5
CN(C)C(=O)CCc1ccc2c3c([nH]c2c1)[C@]1(C)[C@@H](C(=O)N2CCOCC2)C[C@H](CC(=O)NCCC2=CCCCC2)C(=O)N1CC3,-18%,i,16,-11%,1%,1,1%,0.6
CCCCCCCSc1ncnc2[nH]ncc12,-17%,i,23,-30%,nt,10,13%,-1.6
O=C1N/C(=C\c2ccccc2)C(O)=C1C=NCc1ccccc1,i,i,-30,-14%,0%,6,-1%,-2.2
O=C(CNC(=O)c1ccco1)Nc1ccc(OC(F)F)cc1,?,i,-1,0%,-1%,0,0%,0.8
CN(Cc1ccccc1)C(=O)c1ccccc1C(=O)O,i,i,7,9%,4%,0,9%,-0.9
CCc1nnc(NC(=O)CSc2nnc(CNC(=O)c3ccccc3)o2)s1,-7%,i,-18,-2%,nt,-2,7%,-1.1
CC1(C(=O)NCc2cccc3ccccc23)CCN1Cc1ccc(-c2ccccc2)o1 (configuration not stated),-33%[inhibitor],i,35,-16%,nt,2,12%,0.9
C/C=C/c1ccc(OCCOc2ccc(C=O)cc2)c(OC)c1,-5%,i,-6,-3%,-1%,-3,2%,-1.7
Cc1nc(Br)c(Br)c(C)c1Br,-17%,i,-4,2%,-4%,-4,1%,-0.3

# 5 consecutive compounds already listed, quoted:
SMILES,PTHR1 ag,Akt phos inh,D3 antag,EPAC2 antag,MmCpn inh,D3 ag,EPAC2 agonist,CCT chaperon mod
CN(Cc1ccccc1)C(=O)c1ccccc1C(=O)O,i,i,7,9%,4%,0,9%,-0.9
CCc1nnc(NC(=O)CSc2nnc(CNC(=O)c3ccccc3)o2)s1,-7%,i,-18,-2%,nt,-2,7%,-1.1
CC1(C(=O)NCc2cccc3ccccc23)CCN1Cc1ccc(-c2ccccc2)o1 (configuration not stated),-33%[inhibitor],i,35,-16%,nt,2,12%,0.9
C/C=C/c1ccc(OCCOc2ccc(C=O)cc2)c(OC)c1,-5%,i,-6,-3%,-1%,-3,2%,-1.7
Cc1nc(Br)c(Br)c(C)c1Br,-17%,i,-4,2%,-4%,-4,1%,-0.3

# Entries shown so far that contain a CF3 group, in the order listed:
SMILES,PTHR1 ag,Akt phos inh,D3 antag,EPAC2 antag,MmCpn inh,D3 ag,EPAC2 agonist,CCT chaperon mod
Cc1cc(C)n(-c2ccc(C(=O)Nc3cc(C(F)(F)F)ccc3N3CCOCC3)cc2)n1,i,i,2,-12%,0%,0,-35%[inhibitor],-4.0
Fc1ccccc1Cn1c2[n+](c3ccc(C(F)(F)F)cc31)CCCCC2,-24%,i,-3,5%,-6%,5,4%,0.3

# More entries
SMILES,PTHR1 ag,Akt phos inh,D3 antag,EPAC2 antag,MmCpn inh,D3 ag,EPAC2 agonist,CCT chaperon mod
COc1ccc(CNC(=O)C2Cc3cc(S(=O)(=O)N4CCCC4)ccc3N2C(C)=O)c(OC)c1 (configuration not stated),-13%,i,3,0%,-2%,0,6%,-1.9
COc1ccc(/C=C/C(=O)NC(=S)Nc2ccc(S(N)(=O)=O)cc2)cc1,i,i,-18,-3%,1%,-15,22%,-3.8
CC(=O)OC1CC(C)(C)N(OC(=O)CCCN2C(=O)c3ccccc3C2=O)C(C)(C)C1,i,i,0,1%,2%,-2,1%,0.5
COC(=O)C(C)Oc1ccc(-c2nccc(-c3ccc(F)cc3)n2)cc1 (configuration not stated),-4%,i,4,-9%,0%,4,12%,-2.3
CN(Cc1c(F)cccc1Cl)c1ccc(S(=O)(=O)N2CCOCC2)cn1,-1%[57.5 µM],i,23,-9%,0%,-3,9%,-1.8
COc1ccc(N2CCN(CC(=O)Nc3nc(C)cs3)CC2)cc1,i,i,-29,10%,1%,-10,6%,-1.7
CCN(CC)CCNC(=O)/C(=N\O)c1ccccn1,i,i,10,7%,0%,0,2%,1.9
COc1ccc(C(CNC(=O)c2ccc(-c3nc4ccccc4s3)o2)N2CCCC2)cc1 (configuration not stated),-26%,i,-83*,-4%,-6%,-20,8%,-3.6
Cc1nc(=O)c(-c2ccccc2)c(C)n1-c1cccc(/C=C/C(=O)O)c1,i,i,9,2%,0%,1,8%,-3.3
CCn1ncc(C2=NOC(C(=O)Nc3cccc(C(C)=O)c3)C2)c1C (configuration not stated),i,nt,11,1%,?,5,5%,-1.9
Cc1nc(NC(=O)CSc2nnc(C3CC3)n2N)c(Cl)cc1Cl,-13%,i,3,2%,-4%,-14,-5%,1.2
COCCN=c1scc(-c2cc(OC)c(OC)c(OC)c2)n1/N=C/c1c(C)[nH]c2ccccc12,-11%,i,30,-4%,-3%,16,7%,-1.3
CC1(C)C2CCC1(C)C(OC(=O)C[n+]1ccccc1N)C2 (configuration not stated),-39%[inhibitor],i,11,-1%,1%,5,1%,-0.6
CC1=CC(C)(C)NC(=S)N1c1ccccc1,?,i,26,7%,-14%,10,-18%,3.8
